GalR3 antag – antagonists of human GalR3; AID 651719; 360,000 compounds, 0.44% hits; inhibition, % at 3 µM; HEK293 GalR3-CNG cAMP membrane potential fluorescence; galR3 body fused to GalR1 C-terminus;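 active means inhibition above the screen-wide average plus 3 SD, cut at about 13% in these data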;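 further: forskolin and galanin both at EC90 stimulate the cells; cAMP rise reported by CNG channel membrane potential dye signal; 0% = forskolin plus galanin with DMSO and 100% = forskolin alone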
Target sequence (O60755 1-299 limits assumed): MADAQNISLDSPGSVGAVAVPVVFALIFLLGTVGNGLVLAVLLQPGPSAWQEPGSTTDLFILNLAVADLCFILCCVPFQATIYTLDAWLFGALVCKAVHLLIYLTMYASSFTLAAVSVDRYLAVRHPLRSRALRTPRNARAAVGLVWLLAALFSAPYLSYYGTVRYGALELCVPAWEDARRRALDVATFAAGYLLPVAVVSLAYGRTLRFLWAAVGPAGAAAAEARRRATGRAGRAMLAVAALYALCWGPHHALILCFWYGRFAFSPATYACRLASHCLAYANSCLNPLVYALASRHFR
* marks the source's active call; other numbers are inactive results. A portion of the library, so the mix of outcomes need not match the whole.

Start of the listing, in advance (2 entries):
GalR3 antag	Compound
-7	CC1=C(C(=O)N(C(C)C)C(C)C)CC(CC(=O)NC2CCCC2)C(=O)N1CCC1=CCCCC1 (centres undefined)
-4	CC(C)c1ccc(CN2CCC(n3nccc3NC(=O)C3CCCC3)CC2)cc1

All compounds of this part, from the start:
GalR3 antag	Compound
-7	CC1=C(C(=O)N(C(C)C)C(C)C)CC(CC(=O)NC2CCCC2)C(=O)N1CCC1=CCCCC1 (centres undefined)
-4	CC(C)c1ccc(CN2CCC(n3nccc3NC(=O)C3CCCC3)CC2)cc1
0	OC(c1cccc(Cl)c1)c1ncc(-c2ccc(Oc3ccccc3)cc2)[nH]1 (centres undefined)
-5	Cc1cn([C@H]2C[C@H](O)[C@@H](/C=C/C(=O)NCCC(c3ccccc3)c3ccccc3)O2)c(=O)[nH]c1=O
-7	O=C(CN(CCO)Cc1ccccc1)N1CCN(S(=O)(=O)c2ccccc2)CC1
-9	NC(COCc1ccccc1)c1csc(Nc2nccc(C(F)(F)F)n2)n1 (centres undefined)
-4	COC(=O)[C@H]1C[C@@]2(O)CN(S(=O)(=O)c3ccc(C)cc3)C[C@@]2(OC(=O)NCc2ccccc2)C[C@H]1C(=O)OC
-7	CCOC(=O)[C@]12CCCC=C1N(Cc1cccc3ccccc13)C(=O)[C@H](CC(=O)NCCCOC)C2
-2	CCOC(=O)C1(C)NC(c2ccc(OC)c(OC)c2)C2C(=O)N(c3cccc(C(C)=O)c3)C(=O)C21 (centres undefined)
-2	CCOC(=O)CN1CCCc2nc(C)c(C)cc21
-3	CCOC(=O)c1ccc(NC(=O)c2ncn3c2C(=O)N[C@H](C)C3)cc1
-6	CCCCCCCCNS(=O)(=O)CCNCc1ccc(OC)cc1
-3	NC(=S)c1ccc(OCCCc2ccccc2)cc1
-6	O=S1(=O)[C@H]2C[C@H](CO)O[C@@]2(CO)CN1Cc1ccc(-c2ccc(F)cc2)cc1
-8	COc1cccc(-c2c(-c3ccccc3OC)ncn2Cc2cccc(-c3ccccc3)c2)c1
-3	O=C(C[C@H]1C(=O)N(c2ccc(Br)cc2)C[C@@H]1Cc1ccccc1)Nc1ccccc1
-2	O=C(CSC1=NCCS1)N1N=C(c2cccs2)CC1c1ccc(F)cc1 (centres undefined)
-6	Nc1nc(N)c(N=O)c(Nc2cccc(Cl)c2)n1
-3	CCc1ccc(C(O)c2ncc(-c3ccccc3Cl)[nH]2)cc1 (centres undefined)
-3	C[C@H](CO)N1C[C@H](C)[C@@H](CN(C)Cc2ccncc2)OCCCC[C@H](C)Oc2ccc(NC(=O)CCCN(C)C)cc2C1=O
-5	Cc1cc(O)ccc1-c1cc(C(=O)NCc2cc(C(F)(F)F)cc(C(F)(F)F)c2)[nH]n1
-1	O=C(C(=O)N1CCN(C(=O)c2ccccc2C(F)(F)F)CC1)c1cccc(C(F)(F)F)c1
-7	Cc1ccc2c(CN3CCN(c4ccccc4F)CC3)cc(=O)oc2c1
-2	NC(=O)c1c(N)[nH]c(C(=O)c2ccccc2)c1-c1ccc2ccccc2c1
-6	S=C1SCCCN1Cc1ccc(Cl)cc1

Look-ups from above:
GalR3 antag result of S=C1SCCCN1Cc1ccc(Cl)cc1 = -6
GalR3 antag result of C[C@H](CO)N1C[C@H](C)[C@@H](CN(C)Cc2ccncc2)OCCCC[C@H](C)Oc2ccc(NC(=O)CCCN(C)C)cc2C1=O = -3

Later entries:
GalR3 antag	Compound
-1	O=C(N/N=C/c1ccc(F)cc1)c1ccc(-n2cnnn2)cc1
-5	CCOc1ccc(Cl)cc1-c1cc(C(=O)Nc2ccc(OC)cc2OC)[nH]n1
-4	COC(=O)[C@@]12C[C@@H](CC(=O)NCc3ccc(C)o3)C(=O)N(Cc3ccc4c(c3)OCO4)C1=CCC(C)(C)C2
-5	CC(=O)N1CCc2cc([N+](=O)[O-])ccc21
-6	Cc1ccc(Cc2c(-c3ccc(C#N)cc3)nc3c(C)cc(Br)cn23)cc1
-7	O=C(OCc1ccccc1)N1CCC2CC1c1cc(N3CCOCC3)ccc12 (centres undefined)
-4	O=[N+]([O-])c1ccc(NN=C2CCCCC2)c([N+](=O)[O-])c1
-7	Cc1ccc(-c2cnc3c(Nc4cccc(OC(F)(F)C(F)F)c4)nccn23)cc1
1	COC(=O)[C@@]12C[C@@H](CC(=O)NCc3cccs3)C(=O)N(Cc3ccc4c(c3)OCO4)C1=CCC(C)(C)C2
-4	CCN(Cc1ccccc1)C(=O)COC(=O)Cc1c[nH]c2ccccc12
-1	Cc1[nH]c(=O)n(C(C)C)c(=O)c1Br
-1	CC[C@@H]1C(c2ccccc2)=NN(c2ccc(Br)cc2)[C@H]1C(=O)N1CCOC1=O
-6	CN(C)c1ccc(CN2CCC(C(=O)NC(c3ccc(Cl)cc3)c3cnccn3)CC2)cc1 (centres undefined)
-2	COc1ccc(CN2C[C@H]3CON(C)[C@H]3C[C@H]2c2ccc(-c3ccccc3)cc2)cc1
1	CCCCOc1ccc(C(=O)NCC(=O)NC2CC2)cc1
-2	COCCCNC(=O)C[C@H]1C[C@H](C(=O)N2CCCCC2)[C@@]2(C)c3[nH]c4cc(-c5ccco5)ccc4c3CCN2C1=O
-6	CNc1cncc(-c2ccc(F)cc2F)n1
-1	CCc1ccc(CCC(=O)N2CCN(S(=O)(=O)c3ccc(Br)cc3)CC2)cc1
0	COc1ccc(C(CNC(=O)CCNS(=O)(=O)c2ccccc2C(F)(F)F)N2CCOCC2)cc1 (centres undefined)
-5	O=[N+]([O-])c1ccc(NC2CCCCC2)nc1
-3	Cc1ccc(C(=O)NCC(c2ccc(F)cc2)N2CCOCC2)cc1S(=O)(=O)N1CCOCC1 (centres undefined)
-7	Nc1nc2c(ncn2[C@@H]2O[C@H](CNS(=O)(=O)c3cccnc3)[C@@H](O)[C@H]2O)c(=O)[nH]1
-3	CN1CCCCC(NC(=O)c2ccc(C#N)cc2)C1=O (centres undefined)
-7	O=C(NCCN1CCOCC1)c1ccccc1N1C(=O)[C@@H]2Cc3c([nH]c4ccccc34)C(c3cccc(Cl)c3)N2C1=O (some centres undefined)
-3	C=CCOc1cccc(C2C(C(=O)c3ccc(C)o3)=C(O)C(=O)N2CCN2CCOCC2)c1 (centres undefined)

Random excerpt: 6 records from the list, in no set order.
GalR3 antag	Compound
-8	COc1cccc(-c2c(-c3ccccc3OC)ncn2Cc2cccc(-c3ccccc3)c2)c1
-7	O=C(NCCN1CCOCC1)c1ccccc1N1C(=O)[C@@H]2Cc3c([nH]c4ccccc34)C(c3cccc(Cl)c3)N2C1=O (some centres undefined)
-3	C[C@H](CO)N1C[C@H](C)[C@@H](CN(C)Cc2ccncc2)OCCCC[C@H](C)Oc2ccc(NC(=O)CCCN(C)C)cc2C1=O
-5	Cc1cc(O)ccc1-c1cc(C(=O)NCc2cc(C(F)(F)F)cc(C(F)(F)F)c2)[nH]n1
-2	O=C(CSC1=NCCS1)N1N=C(c2cccs2)CC1c1ccc(F)cc1 (centres undefined)
-1	Cc1[nH]c(=O)n(C(C)C)c(=O)c1Br

Next structures follow.
GalR3 antag	Compound
-7	Nc1sccc1C(=O)NCCN1CCOCC1
-5	COc1ccc(OC(=O)N(C)C[C@@H]2OCc3cn(nn3)CCCC(=O)N([C@@H](C)CO)C[C@H]2C)cc1
-6	O[C@@H](Cc1ccccc1)[C@@H](/C=C/c1ccccc1)N(Cc1ccccc1)Cc1ccccc1
-4	CC(=O)N1CCN(C(=O)c2cc3c(s2)CCCC3)CC1
-3	N#Cc1cnn(-c2ccc([N+](=O)[O-])cc2[N+](=O)[O-])c1N
-1	Nc1nccc(SCc2ccccc2)n1
-4	CC(=O)c1ccc(NS(=O)(=O)c2cccc3cccnc23)cc1
-2	CN(C)C(=S)N=c1ssc(=S)n1Cc1ccccc1
-5	CCc1nc2ccc(C(=O)NCCc3c[nH]c4ccccc34)cn2c1N(C)Cc1ccc(N(C)C)cc1
-6	C[C@@H]1CN([C@H](C)CO)C(=O)CCCn2nncc2CO[C@H]1CN(C)CC1CC1
-5	CCOC(=O)C1=C(COC(=O)c2ccc(OC)c(S(=O)(=O)N3CCOCC3)c2)NC(=O)NC1C (centres undefined)
-6	Cn1cccc1CN1CCC[C@]2(N[C@H](c3ccccc3)[C@@H]3C(=O)N(Cc4ccccc4)C(=O)[C@@H]32)C1=O
-2	Cc1ccccc1Br
-6	CC1CC(C)(C)CC2(C1)NC(=O)N(CC(=O)N1CCN(Cc3ccc(C#N)cc3)CC1)C2=O (centres undefined)
-3	C[C@]12CC[C@H](O)CC1=CCC1C2CC[C@@]2(C)C1CC[C@@H]2NCc1ccccc1 (some centres undefined)
-4	C[C@@H]1CN([C@@H](C)CO)C(=O)CCCn2nncc2CO[C@H]1CN(C)Cc1cccnc1
-8	Cc1cccc(C)c1-n1nnnc1C(c1ccnc2ccccc12)N1CCN(c2ccccc2F)CC1 (centres undefined)
-5	C#CCN1CCc2onc(-c3ccc(Br)cc3)c2C1=O
-4	COc1ccc(C=NNC(=O)CCCC(=O)NN=Cc2ccc(OC)c(O)c2)cc1O
-6	O=C(Nc1ccc(S(=O)(=O)N2CCCC2)cc1)c1ccc(F)cc1
-6	COc1cc(F)ccc1Oc1cccc2c1S(=O)(=O)N([C@H](C)c1ccccc1)C[C@@H](COCc1ccccc1)O2
-3	Cc1ccc(S(=O)(=O)N(CCC(=O)N2CCOCC2)c2ccccc2)cc1
-4	CC(C)(C)Cc1c(-c2ccco2)nc2ccc(Cl)cn12
-11	Clc1ccc(C2Nc3cccc4cccc(c34)N2)c(Cl)c1
2	O=C(NCc1ccccc1)/C(=C\c1cccc([N+](=O)[O-])c1)NC(=O)c1ccco1

GalR3 antag	Compound
-4	COc1ccc(-c2csc(C(O)c3ccc(OC)cc3)n2)cc1 (centres undefined)
-9	COc1ccccc1CNC(=O)Nc1nc(C(N)Cc2ccc(Cl)cc2)cs1 (centres undefined)
0	COC(=O)[C@H]1C[C@@]2(O)CN(S(=O)(=O)c3ccc(C)cc3)C[C@@]2(OC(=O)NC2CC2)C[C@H]1C(=O)OC
0	CC1(C(=O)Nc2ccc3c(c2)OCO3)CCN1C(=O)C1(c2ccc(Cl)cc2)CC1 (centres undefined)
-1	Nc1cccc(Oc2ccc3c(c2)C(=O)N(CCO)C3=O)c1
-7	COc1ccc(NC(=O)c2cc(-c3cc(Cl)ccc3C)n[nH]2)cn1
-2	Cc1onc(-c2ccccc2)c1C(=O)NCC1CCN(C(=O)C(=O)c2cccs2)CC1
1	CN(C=O)c1ccc(CSc2ccccc2)cc1
-9	Cn1c2c(c(=O)n(C)c1=O)CS(=O)c1ccccc1N2 (centres undefined)
-7	CCN(CC)C(=O)C1=C(C)N(Cc2ccc(C(C)(C)C)cc2)C(=O)C(CC(=O)NC2CCCCC2)C1 (centres undefined)
-4	COC(=O)[C@@]1(Cc2ccc(F)cc2)[C@H]2c3cc(C(=O)N(C)C)n(Cc4ccc(C)o4)c3C[C@H]2CN1C(=O)c1ccccc1
-9	C[C@H](O)[C@@H]1CN2CCc3ccc(-c4ccc5c(c4)OCO5)cc3[C@@H]2C[C@@H]1N(C)C(=O)c1cccc(Cl)c1
-3	O=C1CSc2ccccc2N1
-4	O=[N+]([O-])c1cc(C=NN2CCCCCC2)ccc1Cl
1	O=C(O)c1ccc(CN2C[C@@H](CO)O[C@@H](n3cnc4c(NCc5ccc(F)cc5)ncnc43)C2)cc1
-3	NC(=O)C1CCCN(C(=O)CN2C(=O)NC(c3ccccc3)(c3ccccc3)C2=O)C1 (centres undefined)
-5	COc1cccc(-c2cc(N3CCN(C(=O)c4ccoc4)CC3)n3nc(-c4cccc(Cl)c4)cc3n2)c1
-5	Cc1ccccc1C(=O)N[C@H](C(=O)N1CCC[C@H]1C(=O)NCc1ccccc1)C(C)C
-3	CC(C)Oc1cccc(NC(=O)C2(C)CCCN(C)C2)c1 (centres undefined)
-5	Cc1cccc(NC(=O)CNC(=O)c2cc(C3CC3)nn2-c2ccccc2)c1C
-6	Nc1ccc2[nH]c(=S)[nH]c2c1
-6	CC1(C(=O)NS(=O)(=O)c2cccc(C#N)c2)CCN1C(=O)c1ccco1 (centres undefined)
-2	COc1ccccc1-c1cccc([C@@H]2C[C@H]3[C@H](CON3C)CN2C)c1
-5	CC[C@]12c3[nH]c4ccc(Cl)cc4c3CCN1C(=O)[C@@H](CC(=O)NCC13CC4CC(CC(C4)C1)C3)C[C@@H]2C(=O)N1CCN(C(=O)C2CC2)CC1
-1	COc1ccc(C(CNC(=O)CNC(=O)c2cc(OC)c(OC)c(OC)c2)N2CCOCC2)cc1 (centres undefined)

GalR3 antag	Compound
3	Cc1cc2c(=O)[nH]c(N)nc2[nH]1
4	O=C(Nc1nnc([C@H]2C[C@H](O)[C@@H](CO)O2)s1)Nc1ccc(F)cc1F
-4	COc1ccc(CNC(=O)C(C)Sc2ccc(S(=O)(=O)N3CCOCC3)cn2)cc1 (centres undefined)
0	CC(=O)N1C[C@H]2CON(C)[C@H]2C[C@H]1c1cccc(-c2ccc(C#N)cc2)c1
-1	CCNC(=O)C1(C)CCCN(C(=O)CCc2cccs2)C1 (centres undefined)
-6	Cc1ccc(S(=O)(=O)N2CCN(C(=O)C(O)c3ccccc3)CC2)cc1 (centres undefined)
-4	NC(=O)COc1ccc(S(=O)(=O)N2CCCC2)cc1
-7	CCOC1=C2CN(S(=O)(=O)c3ccc(C)cc3)[C@H](c3ccccc3)C[C@@H]2N(S(=O)(=O)c2ccc(C)cc2)[C@H](c2cccs2)C1
-6	Cc1ccccc1S(=O)(=O)N(C)C[C@@H]1OCc2cnnn2CCCC(=O)N([C@@H](C)CO)C[C@@H]1C
0	COc1ccccc1C(=O)NCCC(=O)N1CCN(S(=O)(=O)c2ccccc2C(F)(F)F)CC1
-7	COC(=O)[C@]12C[C@H](CC(=O)N3CCOCC3)C(=O)N(Cc3ccccc3)C1=C[C@H](C(C)C)O[C@@H]2C1CC1
-6	C=C(CCO)C1=CCN(S(=O)C(C)(C)C)[C@@H]1CCO (some centres undefined)
-7	CC1(C(=O)NCc2cccc(C(F)(F)F)c2)CCN1Cc1cc2ccccc2o1 (centres undefined)
1	OC(c1ccccc1)(c1nc(-c2ccccc2)cs1)C(F)(F)F (centres undefined)
2	COCC(=O)NCC1CCN(C(=O)C(=O)c2cccs2)CC1

Screens (PubChem BioAssay)
